# GPT2 inhibitor: Primary qHTS assay for inhibitors of Glutamate pyruvate transaminase 2 (GPT2); Alanine aminotransferase 2 (Homo sapiens), Q8TD30; Recombinant GPT2, coupled pyruvate oxidase/HRP Amplex Red fluorescence; Potency, µM (titrated, usually from 57.7 µM), without a hit: top-dose activity change, negative = inhibition, most hits filed as inhibitors; actives 0.25% (n = 100,000); AID 1671188, 2021; further: potency means the concentration at half of the fitted maximal effect; nearly all actives have a fitted effect of over 60% in size; many of its hits are not listed in these tables
# Target sequence (Q8TD30 whole entry, looked up): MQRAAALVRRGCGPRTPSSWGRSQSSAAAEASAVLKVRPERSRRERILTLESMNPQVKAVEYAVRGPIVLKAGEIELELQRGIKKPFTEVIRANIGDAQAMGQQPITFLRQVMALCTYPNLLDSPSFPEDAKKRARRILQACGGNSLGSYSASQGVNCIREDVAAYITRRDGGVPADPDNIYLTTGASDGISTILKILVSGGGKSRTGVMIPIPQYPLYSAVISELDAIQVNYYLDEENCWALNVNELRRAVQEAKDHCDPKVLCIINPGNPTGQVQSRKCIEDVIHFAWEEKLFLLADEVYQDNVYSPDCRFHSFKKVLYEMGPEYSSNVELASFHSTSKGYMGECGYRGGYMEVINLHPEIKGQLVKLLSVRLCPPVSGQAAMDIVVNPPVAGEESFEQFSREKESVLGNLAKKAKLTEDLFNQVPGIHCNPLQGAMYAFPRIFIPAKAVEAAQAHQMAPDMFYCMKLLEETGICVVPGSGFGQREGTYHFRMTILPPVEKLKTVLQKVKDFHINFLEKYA
#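 Fluorescence read-out: pyruvate from GPT2 turnover coupled to pyruvate oxidase, HRP and Amplex Red (0.2mM ThPP, 0.2U/mL PO and HRP, 50uM Amplex final). Substrates 250uM a-KG, 2mM L-alanine; enzyme 10ng/uL; 30 min RT.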
# IP6K1 inh: Primary qHTS assay for small molecule inhibitors of Inositol hexaphosphate kinase 1 (IP6K1) | Inositol hexakisphosphate kinase 1 (Homo sapiens), Q92551 | IP6K1 kinase, ADP-Glo luminescence, 2 h; hits give low values | activity change, % (series mostly up to about 58 µM) | actives 0.81% (n = 140,000) | AID 1645851, 2021; in the data active means activity change below about -25%
# Target sequence (Q92551 whole entry, looked up): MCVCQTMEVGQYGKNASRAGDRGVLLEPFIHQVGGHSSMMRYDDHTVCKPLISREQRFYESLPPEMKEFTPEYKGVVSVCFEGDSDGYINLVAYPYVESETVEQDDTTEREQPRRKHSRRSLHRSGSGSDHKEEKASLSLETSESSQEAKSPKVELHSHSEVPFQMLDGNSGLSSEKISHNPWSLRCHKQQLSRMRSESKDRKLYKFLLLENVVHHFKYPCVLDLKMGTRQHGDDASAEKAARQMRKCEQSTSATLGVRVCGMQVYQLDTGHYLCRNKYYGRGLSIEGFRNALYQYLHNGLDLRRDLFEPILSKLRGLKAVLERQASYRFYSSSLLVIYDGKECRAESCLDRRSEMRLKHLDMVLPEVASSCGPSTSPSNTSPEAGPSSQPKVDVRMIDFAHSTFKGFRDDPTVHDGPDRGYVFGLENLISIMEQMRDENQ
#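 ADP-Glo luminescence measures ADP made by human IP6K1 during a 2 h RT reaction with ATP/IP6 (mix at 1.3 mM/130 uM); top library doses 57.5 and 19.1 uM final.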
# HEK293 viab: GF-AFC viability counterscreen for inhibitors of alpha-synuclein gene (SNCA) expression; actives 0.12% (n = 150,000); Potency, µM (highest dose often 57.1 µM), without a hit: top-dose activity change, negative = cytotoxicity, usual class: cytotoxic; HEK-293-SNCA-luc viability, GF-AFC fluorescence, 24 h;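 further: potency means the concentration at half of the fitted maximal effect; 0% = DMSO-treated cells and -100% = medium-only wells without cells; nearly all actives have a fitted effect of over 30% in size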
#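 HEK-293-SNCA-luc cells (1500/well) plated 24 h, then exposed 24 h to a dilution series; GF-AFC added 30 min at 37C, fluorescence 405/540 nm; normalised to medium-only and DMSO wells, Hill fit.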
# HEK cytotox: Cytotoxic Profiling in HEK 293 Cell Line of Diverse Libraries Using Quantitative High-Throughput Screening. HEK 293 viability, ATP luminescence (CellTiter-Glo), 48-72 h. Potency, µM (doses to about 115 µM), without a hit: at the top dose activity change, negative = cytotoxicity, most hits filed as inhibitors. actives 6.6% (n = 94,000). AID 1345083, 2018; further: potency means the concentration at half of the fitted maximal effect; nearly all actives have a fitted effect of over 60% in size
#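 CellTiter-Glo luminescence (cellular ATP) was read after 48 or 72 hr of compound exposure at 37 degree Celsius. Cells were HEK 293 plated at 250 cells/well.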
# Luciferase inh: Firefly luciferase inhibition profiling of diverse chemical library using quantitative high-throughput screening; AID 1347043, 2019; purified P. pyralis luciferase, luminescence, biochemical; Potency, µM (highest dose often 115 µM), for the others: at the top dose activity change, negative = inhibition, hits mostly inhibitors; Luciferin 4-monooxygenase (Photinus pyralis), P08659; actives 2.5% (n = 76,000); further: potency means the concentration at half of the fitted maximal effect; nearly all actives have a fitted effect of over 65% in size
#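 Purified P. pyralis luciferase (10nM final) in 50mM Tris acetate pH 7.5, 10mM Mg acetate, 0.01% Tween-20, 0.05% BSA with 10uM D-luciferin and 10uM ATP. Compounds titrated qHTS. Luminescence imaged on CCD.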
# 3T3 cytotox: Cytotoxic Profiling in NIH 3T3 Cell Line of Diverse Libraries Using Quantitative High-Throughput Screening; NIH 3T3 viability, CellTiter-Glo ATP luminescence, 48-72 h; Potency, µM (titrated, usually from 96.7 µM), for the others: at the highest dose activity change, negative = cytotoxicity, most hits filed as inhibitors; actives 4.3% (n = 94,000); AID 1345082, 2018; further: potency means the concentration at half of the fitted maximal effect; nearly all actives have a fitted effect of over 55% in size
#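 NIH 3T3 cells at 400 cells/well received 23 nL of compound by pintool and were incubated 48 or 72 h at 37 °C. Viability was read as ATP-coupled CellTiter-Glo luminescence.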
# SNCA expr inh: Primary qHTS assay for inhibitors of alpha-synuclein gene (SNCA) expression | AID 1671194, 2021 | HEK-293 SNCA-luciferase knock-in, luminescence, 24 h | actives 0.17% (n = 140,000) | Potency, µM (series often up to 57.2 µM), without a hit: at the highest dose activity change, negative = inhibition, most hits filed as inhibitors;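 further: potency means the concentration at half of the fitted maximal effect; plate controls were DMSO cells for no effect and cell-free wells for full effect; nearly all actives have a fitted effect of over 45% in size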
# Numbers without * were called inactive; i = inactive; ? = inconclusive; . = not tested or not shown; [ ] = dose if it differs, or a comment. Unless noted, the call rests on the fitted dose curve; in most records, active means well fitted curve in the direction sought with a large enough effect; inconclusive means small, poorly fitted or top-dose-only effect, or another doubt; inactive means no such curve, though single readings can be large; an effect the other way counts as inactive or inconclusive. Unless noted, on the % scale 0 is the no-effect control and ±100 the full control effect. Only part of the results is shown. The share of hits here may be higher or lower than overall.
SMILES,GPT2 inhibitor,IP6K1 inh,HEK293 viab,HEK cytotox,Luciferase inh,3T3 cytotox,SNCA expr inh
Cc1cnc2c(C(=O)N[C@H](C3CCNCC3)C3CC(O)C3)cnn2c1 (stereo partly drawn),i,-1,8%,2%,5%,-2%,-12%
Cc1nnc2ccc(N3CCC(NC(=O)c4ccc(Cl)cc4)C3)nn12 (stereo not drawn),.,3,.,?,.,?,.
COc1ncccc1-c1nc2cc(C(=O)NCc3cccc(Cl)c3)ccc2o1,?,32,-3%,?,.,?,-8%
O=C(c1cccc(Cl)c1)N1CCN(C(=O)c2nc3cccnc3n(C3CC3)c2=O)CC1,i,13,10%,2%,.,-26%,-3%
CCc1ccc(CNCc2c(C(=O)O)c(C)n(Cc3c(F)cccc3Cl)c2C)cc1,.,-10,-9%,.,.,.,-20%
CCNC(=O)N1CC(C(=O)N2CCCC(C(=O)OCC)C2)CC(c2ccc(F)c(C)c2)C1 (stereo not drawn),-10%,9,-6%,-27%,-2%,?,3%
CCCCCCCCCCCC(CC1OC(=O)C1CCCCCC)OC(=O)C(CC(C)C)NC=O (stereo not drawn),i,.,-2%,.,.,.,30%
CCc1ccc(NC(=O)CSC2=Nc3ccccc3C3=NC(CCC(=O)NCc4ccco4)C(=O)N23)cc1 (stereo not drawn),.,-11,-5%,.,.,.,-3%
COc1cc(CNC(=O)c2cc(-c3cccc(N(C)C)c3)cc3ncn(C)c23)ccn1,i,0,-23%[87.6 µM],71µM*,?,?,75%[activator][87.6 µM]
CCOC(=O)[C@H](CCc1ccccc1)N[C@@H](C)C(=O)N1CCC[C@H]1C(=O)O,4%,-8,4%[23.9 µM],.,.,.,16%[25.6 µM]
Cc1ccc2cc(C3(O)CCN(C(=O)[C@@H](N)Cc4cnc[nH]4)CC3)ccc2n1,-3%,26,-20%,-5%,-6%,-2%,-16%
Fc1ccc(-c2cnc([C@@H]3COCCN3Cc3cnc4ccccc4c3)[nH]2)cc1,-6%[88.5 µM],15,?,89µM*,-11%[172 µM],?,-28%[87.6 µM]
COCCn1cnc2ccc(-c3cccnc3OC)nc2c1=O,5%[88.5 µM],11,-8%[87.6 µM],i,-3%[172 µM],?,34%[activator][87.6 µM]
O=C(CC1CCCC1)N1CCCC(Cc2nncn2Cc2ccccc2)C1 (stereo not drawn),i,0,-4%,-4%,.,-3%,10%
Cc1ncc(C(=O)N2CCC3(CC2)[C@H](O)C[C@@H]3OCCO)c(=O)[nH]1,-1%,14,-2%,-5%,4%,-4%,-27%
Cc1ccc2oc(-c3ccc(C)c(NC(=O)/C=C/c4ccco4)c3)nc2c1,.,-17,-7%,.,.,.,112%[activator]
O=C(NCCc1ccccc1Cl)c1cc2ccccn2n1,.,-3,0%,.,.,.,139%[activator]
COC(=O)N1CCC(C(=O)N2CCC(c3nc4ccncc4[nH]3)C2)CC1 (stereo not drawn),i,7,-11%,5%,.,-3%,6%
O=C(c1ccccc1F)N1CCC2(CC1)CCN(CCc1ccccc1)c1ccccc1O2,?,16,8%,?,-2%,?,5%
COc1ccc(C(=O)N2CCCN(S(C)(=O)=O)C(c3ccccc3)CC(=O)NCC2)c(OC)n1 (stereo not drawn),-7%,8,-1%,i,-1%,-17%,24%
COc1ccccc1C(=O)NC1CCN(c2ccnc3ccnn23)C1 (stereo not drawn),i,13,?,?,.,?,-19%[87.6 µM]
CSc1ccc(C(=O)Nc2ccc(-c3nc4ccccc4s3)c(O)c2)cc1,.,1,-8%,.,.,.,-15%
COCC1CN(C)CC12CCN(S(=O)(=O)c1cnc[nH]1)CC2 (stereo not drawn),i,12,16%,-11%,-7%,-4%,10%
COc1ccc2nc(C[C@@H]3C[C@@H](C(C)C)[C@H](CNC(=O)[C@@H]4CCCC[C@@H]4C(=O)O)C=C3C)[nH]c2c1,i,-6,-15%,3%,-2%,-4%,6%
CCCOc1c(CN2CCCNCC2)cc(Cl)cc1OC,0%,0,-20%,?,0%,-27%,0%
CN(Cc1ccco1)S(=O)(=O)c1nnc(NC(=O)c2ccccc2Cl)s1,.,10,5%,.,.,.,-26%
O=C(Nc1cnc(N2CCC(N3CCCCC3)CC2)c(C(=O)O)c1)c1ccc(Br)cc1,.,-34*,5%,.,.,.,-7%
CN1CCC(N[C@@H](Cn2cc(F)c(=O)[nH]c2=O)C(=O)O)CC1,2%[88.5 µM],26,1%[87.6 µM],-1%[172 µM],-4%[172 µM],-3%[174 µM],28%[87.6 µM]
COc1cccc(CN2CCOC3(CCN(Cc4ccc5[nH]ccc5c4)CC3)C2=O)c1,3%[88.5 µM],-3,-4%[87.6 µM],?,1%[172 µM],?,-20%[87.6 µM]
OC1(c2csc(CN3CCN(c4ccccn4)CC3)n2)CCN(C2CCCC2)CC1,-1%[88.5 µM],-3,-6%[87.6 µM],-26%[172 µM],-2%[172 µM],-7%[174 µM],-4%[87.6 µM]
CCn1cc(S(=O)(=O)N2CCC3(CC2)N(CCOC)C(=O)CS3=O)cn1 (stereo not drawn),-1%,-9,2%,-5%,2%,-8%,2%
CC1CCN(C(=O)Cn2cc(SCc3ccccc3)c3ccccc32)CC1,.,9,?,.,.,.,4%
O=C(NCCN1CCOCC1)c1cc(-c2ccc(F)cc2)c2nncn2n1,-6%,12,11%,-22%,.,-26%,-21%
O=C(Nc1ccc2nc(SCC(=O)N3CCc4ccccc43)sc2c1)c1ccc(Cl)cc1,.,11,1%,.,.,.,-1%
O=C(NCCNC(=O)c1ccc(-c2cncnc2)cc1)c1ccc(Cl)cc1,.,9,.,-16%,.,-17%,.
COc1ccccc1NC(=O)C1=C(C)Nc2c(C(=O)Nc3ccc(C)cc3)cnn2C1c1cccc(OC)c1OC (stereo not drawn),.,-5,9%,.,.,.,-6%
Cn1nccc1CN1CCCC2(C1)NC(=O)c1ccccc1O2 (stereo not drawn),i,20,5%[87.6 µM],-11%[172 µM],-8%[172 µM],-9%[138 µM],2%[87.6 µM]
CC1CCN(C(=O)Cn2cc(SCC(=O)Nc3ccccc3)c3ccccc32)CC1,.,-4,-2%,.,.,.,1%
O[C@]1(c2ccccc2)CCN(Cc2ccncc2)C[C@H]1N1CCCC1,-5%,21,-18%,?,-9%,?,12%
C[S+](=O)([O-])CCn1ncc2cc(OCc3cccc(-c4cccnc4)c3)ccc21,-6%[88.5 µM],-5,-7%[87.6 µM],79µM*,5µM*,?,21%[87.6 µM]
CC(=O)N1CCN(CC[C@H]2CN(C(=O)c3cccs3)CC[C@H]2CC(=O)O)CC1,-19%[88.5 µM],-2,4%[87.6 µM],-6%[172 µM],-1%[172 µM],0%[174 µM],6%[87.6 µM]
COc1cc(F)ccc1-c1ccnc2nc(CCc3ccccc3)nn12,-12%,3,0%,?,-3%,-13%,-21%
Cc1csc2nc(-c3cccc(NC(=O)C(C)C)c3)cn12,.,31,-11%,.,.,.,98%[activator]
COc1ccccc1CNC(=O)Cn1ncc2c(=O)oc3ccc(C)cc3c21,.,-3,1%,.,.,.,-4%
Cc1ccc(S(=O)(=O)N2C[C@@H](F)C[C@H]2C(=O)N2CCc3ccccc3C2)cc1,i,13,-7%,1%,9%,?,-20%
O=C(NCc1ccco1)C1CC(=O)N(c2n[nH]c3ccccc23)C1 (stereo not drawn),?,4,4%,9%,1%,i,-31%
CCOC(=O)[C@H]1C[C@]2(CCCCNC2=O)N(C(=O)COc2ccccc2)[C@H]1c1ccccc1,.,6,.,-19%,.,?,.
COc1cccc(N2CCN(C(=O)C3CCCN(S(=O)(=O)c4cccc5nsnc45)C3)CC2)c1 (stereo not drawn),.,-8,2%,.,.,.,5%

# Compounds listed so far that contain fluorine, in the order listed:
SMILES,GPT2 inhibitor,IP6K1 inh,HEK293 viab,HEK cytotox,Luciferase inh,3T3 cytotox,SNCA expr inh
CCc1ccc(CNCc2c(C(=O)O)c(C)n(Cc3c(F)cccc3Cl)c2C)cc1,.,-10,-9%,.,.,.,-20%
CCNC(=O)N1CC(C(=O)N2CCCC(C(=O)OCC)C2)CC(c2ccc(F)c(C)c2)C1 (stereo not drawn),-10%,9,-6%,-27%,-2%,?,3%
Fc1ccc(-c2cnc([C@@H]3COCCN3Cc3cnc4ccccc4c3)[nH]2)cc1,-6%[88.5 µM],15,?,89µM*,-11%[172 µM],?,-28%[87.6 µM]
O=C(c1ccccc1F)N1CCC2(CC1)CCN(CCc1ccccc1)c1ccccc1O2,?,16,8%,?,-2%,?,5%
CN1CCC(N[C@@H](Cn2cc(F)c(=O)[nH]c2=O)C(=O)O)CC1,2%[88.5 µM],26,1%[87.6 µM],-1%[172 µM],-4%[172 µM],-3%[174 µM],28%[87.6 µM]
O=C(NCCN1CCOCC1)c1cc(-c2ccc(F)cc2)c2nncn2n1,-6%,12,11%,-22%,.,-26%,-21%
COc1cc(F)ccc1-c1ccnc2nc(CCc3ccccc3)nn12,-12%,3,0%,?,-3%,-13%,-21%
Cc1ccc(S(=O)(=O)N2C[C@@H](F)C[C@H]2C(=O)N2CCc3ccccc3C2)cc1,i,13,-7%,1%,9%,?,-20%

# Assay outcomes (PubChem BioAssay)
